# 14-3-3 Bad PPI = inhibitors of 14-3-3 zeta/Bad binding, primary screen, biochemical, TR-FRET, bovine 14-3-3 zeta. 14-3-3 protein zeta/delta (Bos taurus), P63103. TR-FRET 14-3-3zeta/Dy647-pBad peptide displacement, 1 h. inhibition, % at 21.7 µM. hit rate 0.71% among 220,000;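 active means inhibition above about 70%, limit read from the data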;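 further: 0% = full 14-3-3 plus peptide FRET controls and 100% = background without 14-3-3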
# Target sequence (P63103 whole entry, looked up): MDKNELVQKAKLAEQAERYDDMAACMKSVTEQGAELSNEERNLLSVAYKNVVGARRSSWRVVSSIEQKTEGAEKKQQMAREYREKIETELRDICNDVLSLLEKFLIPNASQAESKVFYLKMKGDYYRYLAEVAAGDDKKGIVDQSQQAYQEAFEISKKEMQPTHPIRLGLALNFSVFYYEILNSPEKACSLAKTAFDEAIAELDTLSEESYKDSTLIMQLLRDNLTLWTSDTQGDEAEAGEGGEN
# Mdm2 ligase inh = MDM2-luciferase reporter signal enhancers, primary screen, MDM2 E3 ligase inhibitor project, cell-based, luminescence, 1536-well; cell-based MDM2 ubiquitination luciferase reporter, 2 h; 0 = plate control, 100 = twice control, blank-subtracted; signal enhancement, % at 5 µM; hit rate 0.11% among 210,000;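 active means signal enhancement of 30% or more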;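 further: luminescence tracks abundance of the self-degrading MDM2-luciferase fusion protein; higher signal means inhibition of MDM2 E3 ligase activity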
#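 Test system: mammalian cells stably expressing self-ubiquitinating, self-degrading MDM2 E3–luciferase fusion; Amount: 2000 cells in each well; Medium: DMEM; Schedule: 4 h settle plus 2 h compound, 37 °C; Technique: SteadyLite luciferase luminescence after 15 min room-temperature reagent incubation; Benchmarks: plate control and blank wells.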
# L929 necroptosis = inhibitors of zVAD-triggered necroptosis, primary screen, L929 cells. hit rate 0.38% among 220,000. viability rescue, % at 10 µM. AID 1377, 2008. L929 zVAD necroptosis rescue, ATP luminescence, 24 h; with zVAD 60 µM;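 active means activation, scaled between plate controls, above about 75%, limit read from the data; inactive means activation under that limit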;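 further: 0% = zVAD with DMSO and 100% = DMSO alone without zVAD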
# Tb hexokinase = Trypanosoma brucei hexokinase 1 inhibitors, primary screen, biochemical, G6PDH-coupled NADH absorbance, MLSCN library; recombinant TbHK1, G6PDH-coupled NADH A340; inhibition, % at 10 µM; hit rate 0.11% among 220,000; AID 1430, 2008;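 active means inhibition of 50% or more in the single-dose primary screen; inactive means inhibition below 50%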
# Hck-Nef inh = inhibitors of Nef-activated human Hck kinase, primary screen, biochemical, Z-Lyte FRET, 384-well, Hck-YEEI | Tyrosine-protein kinase HCK (Homo sapiens), P08631 | Recombinant Hck-YEEI plus Nef, Z-Lyte FRET kinase assay | inhibition, % at 20 µM | hit rate 0.68% among 220,000 | AID 463187, 2010;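 active means Hck-Nef kinase inhibition above about 50%, limit read from the data; inactive means inhibition below that limit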;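 further: 0% = DMSO with Hck plus Nef and 100% = Hck alone without Nef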
# Runt-CBFb FRET = inhibitors of RUNX1 Runt–CBFb binding, primary screen, biochemical, FRET, Cerulean-Runt, Venus-CBFb, uHTS; hit rate 0.46% among 220,000; inhibition, % at 20 µM; Cerulean-Runt/Venus-CBFb FRET ratio 530/480, 1 h; Runt-related transcription factor 1 (Homo sapiens) + Core-binding factor subunit beta …;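 active means inhibition over about 50% at 20 µM in the single-dose screen, limit read from the data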;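 further: 0% = DMSO wells and 100% = excess unlabeled CBFb competitor control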
#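 Schedule: protein complex preformed 1 h, compound exposure 1 h, room temperature, dark; test system: Cerulean-labeled Runt domain protein; amount: 100 nM per protein; buffer or medium: Tris 50 mM pH 7.5, KCl, K2SO4, 0.01% BSA; read-out: loss of energy transfer signal; detection: FRET fluorescence; controls: 5 µM unlabeled CBFb as full-inhibition high control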
# p47phox inh = p47phox/p22phox peptide binding inhibitors, primary screen, biochemical, uHTS, NADPH oxidase regulatory subunit. Neutrophil cytosol factor 1 (Homo sapiens), P14598. fluorescence polarization, 2 h. inhibition, % at 24.7 µM. hit rate 0.53% among 220,000;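 active means inhibition above about 30%, limit read from the data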;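 further: 0% = p47phox with labelled peptide and 100% = labelled peptide alone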
# Target sequence (P14598 whole entry, looked up): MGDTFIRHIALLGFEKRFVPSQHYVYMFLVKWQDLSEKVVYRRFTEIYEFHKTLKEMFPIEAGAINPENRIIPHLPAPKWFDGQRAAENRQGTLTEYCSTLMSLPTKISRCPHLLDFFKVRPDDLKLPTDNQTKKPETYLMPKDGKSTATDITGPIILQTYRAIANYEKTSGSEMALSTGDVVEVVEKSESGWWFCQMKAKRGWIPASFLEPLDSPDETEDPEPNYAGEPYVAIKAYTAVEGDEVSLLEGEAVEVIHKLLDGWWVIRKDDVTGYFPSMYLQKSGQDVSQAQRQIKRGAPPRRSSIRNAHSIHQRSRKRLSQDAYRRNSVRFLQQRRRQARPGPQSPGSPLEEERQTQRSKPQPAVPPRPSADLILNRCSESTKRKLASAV
# Runt-SMMHC FRET = inhibitors of RUNX1 Runt–CBFb-SMMHC binding, primary screen, biochemical, FRET, Cerulean-Runt, Venus-CBFb-SMMHC, uHTS | Cerulean-Runt/Venus-CBFb-SMMHC FRET ratio 530/480, 1 h | inhibition, % at 20 µM | Runt-related transcription factor 1 (Homo sapiens) + Core-binding factor subunit beta … | hit rate 0.74% among 220,000;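 active means mean inhibition across duplicate retests at 20 µM reaching about 50%, limit read from the data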;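 further: 0% = DMSO wells and 100% = wells with excess untagged CBFb-SMMHC; inhibitors lower the FRET ratio by blocking Runt binding to CBFb-SMMHC; some results filed as inactive read as strong as hits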
# EBV gp42 block = Epstein-Barr virus gp42 inhibitors, primary screen, biochemical, uHTS, fluorescence polarization. Glycoprotein 42 (Epstein-Barr virus (strain AG876)), Q1HVG2. Fluorescence polarization binding assay, mP read-out. inhibition, % (tested at 21.74 µM). hit rate 0.42% among 220,000; in the data active means inhibition above about 50%
# Target sequence (Q1HVG2 whole entry, looked up): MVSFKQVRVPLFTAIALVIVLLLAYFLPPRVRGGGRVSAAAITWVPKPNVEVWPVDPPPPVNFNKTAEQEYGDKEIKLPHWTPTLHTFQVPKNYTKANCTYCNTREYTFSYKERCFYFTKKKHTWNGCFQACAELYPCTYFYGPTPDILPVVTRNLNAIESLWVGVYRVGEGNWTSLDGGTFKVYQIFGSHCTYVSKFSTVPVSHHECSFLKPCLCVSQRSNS
# Active calls of the source: *; . = no result given; [ ] = dose if it differs, or a comment. Not a hit list; 3.2% or so of the library scored in one or more.
SMILES	EBV gp42 block	Runt-CBFb FRET	Runt-SMMHC FRET	L929 necroptosis	Tb hexokinase	Mdm2 ligase inh	Hck-Nef inh	p47phox inh	14-3-3 Bad PPI
CC1(C)CC2CC(C)(CN2C(=O)COC(=O)c2ccc(Cl)cc2N)C1 (centres undefined)	-7	-2	0	51	0	-3	2	-3	.
CC(=O)c1ccc(NC(=O)CSc2nc(N)c3cc4c(nc3n2)CCCC4)cc1	-5	-1	-3	0.7	-17	8	6	-26	6
CC(C)NCCCCOc1ccc(Br)cc1Cl	-7	0	-6	18	1	1	16	9	6
Cc1ccc2nc(C)cc(C(=O)OCC(=O)Nc3cccnc3Cl)c2c1	-8	-16	0	3.7	-6	-4	-21	-48	-11
NNc1nc2ccc(Cl)cc2s1	-2	11	2	0.3	-7	-9	0	-3	3
Cc1ccc(C2NC(=O)c3c(sc4c3CCN(C)C4)N2)s1 (centres undefined)	-2	42	136*	11	-16	-19	1	-12	-7[fluorescence artefact?]
COc1ccc(C(CNC(=O)c2ccc(S(=O)(=O)N3CCCC3)cc2)N2CCOCC2)cc1 (centres undefined)	0	2	-4	1.0	-6	.	18	3	5
Cc1csc(NC(=O)/C=C/c2ccc3c(c2)OCO3)n1	9	2	1	1.4	-14	-50	4	-5	-13
O=S(=O)(c1ccc(F)c(F)c1F)N1CCN(C(=S)Nc2ccccc2)CC1	-1	-1	1	3.7	4	-9	22	6	-27
Cc1onc(-c2c(Cl)cccc2Cl)c1C(=O)n1nnc2ccccc21	-8	1	0	0.5	-5	-3	9	-1	4
Nc1c(-c2ccc(F)cc2)cnc2ncnn12	-3	-2	-12	0.1	-2	-7	1	1	-6
Cc1ccc2c3c([nH]c2c1)C(=O)CC(C)(C)S3	-16	15	45	14	-6	-5	17	-9	-9

# The final 3 records of the part above lead into the next.
SMILES	EBV gp42 block	Runt-CBFb FRET	Runt-SMMHC FRET	L929 necroptosis	Tb hexokinase	Mdm2 ligase inh	Hck-Nef inh	p47phox inh	14-3-3 Bad PPI
Cc1onc(-c2c(Cl)cccc2Cl)c1C(=O)n1nnc2ccccc21	-8	1	0	0.5	-5	-3	9	-1	4
Nc1c(-c2ccc(F)cc2)cnc2ncnn12	-3	-2	-12	0.1	-2	-7	1	1	-6
Cc1ccc2c3c([nH]c2c1)C(=O)CC(C)(C)S3	-16	15	45	14	-6	-5	17	-9	-9
CC(C)C(=O)N1CCN(c2nc(-c3ccccc3)c3c(c2C#N)CC(C)(C)OC3)CC1	3	-10	-2	0.5	1	-1	2	21	.
CCCCNC(=O)CCCCC(=O)N/N=C/c1ccccc1Cl	-11	-2	-6	0.9	32	-3	-10	0	-19
CCOC(=O)c1cc(NC(=O)c2cc(C)on2)cc(C(=O)OCC)c1	-19	-4	-1	1.2	2	-8	1	-15	-4
CCN1C(=O)OC2(CCCCC2)C1(C)O (centres undefined)	-1	1	-4	-0.5	2	-15	6	-1	5
CC(C)(C)c1ccc(C(=O)NC(=S)NCC2CCCO2)cc1 (centres undefined)	-15	-2	-4	5.2	3	-8	3	-53	6
CS(=O)(=O)N(CC(=O)NC1CCCC1)c1ccc(Oc2ccccc2)cc1	-8	-2	2	1.1	-3	14	14	-10	2
O=C(NCc1ccccc1)[C@H]1C[C@@H]1[C@H](NP(=O)(c1ccccc1)c1ccccc1)c1ccccc1	-22	-2	2	-0.1	1	.	2	-7	-1
CCN(CC)C(=O)CN1C(=O)C2CC=C(Cl)CC2C1=O (centres undefined)	3	-8	-27	-0.2	1	-30	1	-19	1
Cc1cccc(C)c1NC(=S)N(Cc1ccco1)C1CCN(C(C)C)CC1	-6	4	0	0.1	5	-11	4	-13	-6
CCOc1ccc2nc(NCCNS(=O)(=O)c3ccccc3)c(C#N)cc2c1	-9	6	34	-0.4	8	0	7	-4	11
O=C(Nc1ccc(Cl)cc1)N1CCC(c2nc(-c3ccc(F)cc3)no2)CC1	-5	1	-9	0.1	-10	-3	0	-17	6
CCc1cc2c(NCc3ccco3)ncnc2s1	-8	-1	3	-0.2	3	-14	-1	-15	87*
CCCn1c(SCC(=O)OCC)nc(C(F)(F)F)cc1=O	-12	-2	1	-0.2	1	-1	31	0	-3
CC(=O)Nc1cccc(S(=O)(=O)N2CCCCCC2)c1	-10	0	1	-0.2	-1	2	0	-18	-1[fluorescence artefact?]
CC(C)(OC(=O)NC(=O)C(F)(F)F)C(C)(C)OC(=O)NC(=O)C(F)(F)F	-14	0	-2	-0.9	6	-8	21	-5	-5
CN(CC#CC(O)(c1ccccc1)c1ccccc1)C(C)(C)C	-16	0	-4	0.1	-2	-23	4	-8	4
Cc1nn(-c2ccccc2)c(C)c1/C=N/NC(=O)CSc1nnc(SCc2ccc(Cl)cc2)s1	-10	-4	-2	1.6	1	-18	0	-16	1[fluorescence artefact?]
O=C(c1ccco1)[C@@H]1[C@@H]2C(=O)N(c3ccc(F)cc3)C(=O)[C@@H]2C2c3ccccc3C=CN21 (some centres undefined)	54*	-13	-45	-0.1	-10	9	1	-15	-8
COc1ccc(/C=N/NC(=O)CCCC(=O)NC2CCCCC2)cc1	-17	0	-2	0.9	1	-8	1	-5	-7
COc1ccc(N2CSC3=C(C#N)C(c4cc(OC)c(OC)cc4OC)CC(=O)N3C2)c(OC)c1 (centres undefined)	-51	29	38	0.4	-18	-19	-1	33*	-1[fluorescence artefact?]
CCOc1ccc2c(C)c(Cl)c(=O)oc2c1	-14	1	-1	0.1	-27	-14	-2	-8	-4
CC(C)(C)S(=O)(=O)c1cnc(N2CCOCC2)nc1N	-5	-1	1	0.1	-4	1	10	3	0
CCCOc1ccc(N2C(=O)CC(SC(=NCC)NCC)C2=O)cc1 (centres undefined)	-9	-2	2	0.2	0	-12	0	-4	1
COc1ccc(CCNC(=O)CCNS(=O)(=O)c2ccc3c(c2)CCN3C(C)=O)cc1OC	-10	-1	-2	0.4	3	-18	-9	-3	-6
O=C(NCc1ccccn1)c1ccc(Cn2cc(C(F)(F)F)ccc2=O)cc1	-9	1	0	3.8	-6	4	-18	4	-8
OC[C@@H](O)[C@H](O)C(/C=N/Nc1ccccc1)=N\Nc1ccccc1	-12	8	0	0.0	-24	.	18	-10	1
COc1ccc(C)cc1Nc1nc(-c2c[nH]c3ccccc23)cs1	-2	24	26	0.5	-9	7	5	-12	10
CCCCSc1ccc(NC(=O)c2cccnc2)cc1	-10	-3	0	0.0	-6	-3	2	-13	-5
CCOC(=O)c1c(/N=C/c2cc(OC)cc([N+](=O)[O-])c2O)sc(C)c1C	0	16	-3	2.0	18	-3	17	12	4[fluorescence artefact?]
O=C(COc1ncnc2ccccc12)Nc1ccc(S(=O)(=O)N2CCOCC2)cc1	-23	2	1	-0.8	-9	-3	11	-11	-4
CCOC(=O)C1CCN(C(=O)CN(C)S(=O)(=O)c2cc(C)ccc2OC)CC1	-6	3	1	-0.5	-5	-9	9	-9	6[fluorescence artefact?]
Cn1nc(C(F)(F)F)cc1-c1ccc(S(N)(=O)=O)s1	-4	-1	-4	0.4	-7	-10	6	-6	-2
Cc1cc2c(cc(C(=O)N3CCC(C(=O)NC4CCCC4)CC3)n2Cc2c(F)cccc2Cl)o1	-20	-1	-2	-0.2	-3	-7	30	-4	-2
COc1ccc(C(=O)O/N=C(\N)Cc2ccc(Cl)cc2Cl)cc1OC	-4	-3	1	1.5	28	-12	3	-6	-16[fluorescence artefact?]
O=C(CSc1nnc(C2COc3ccccc3O2)o1)Nc1ccc(F)cc1Cl (centres undefined)	-22	0	-1	0.2	9	12	21	-2	-7
COc1cc(C(=O)Nc2nnc(CC(C)(C)C)s2)c([N+](=O)[O-])cc1OC	-6	-1	0	.	-5	4	7	-9	4
O=S(=O)(c1cccc(-c2nc3n(n2)Cc2ccccc2-3)c1)N1CCCCC1	-3	2	-4	0.3	4	-6	0	-10	8
COc1ccccc1NC(=O)CN1CCCCC1	-3	-1	3	0.1	4	-17	8	2	4[fluorescence artefact?]
NC(=O)Cn1c(=O)n(CCc2ccccc2)c(=O)c2c3c(sc21)CCCC3	21	2	1	0.1	-8	-6	-1	-66	-12
O=C(O)C1CCCCN1S(=O)(=O)c1ccccc1 (centres undefined)	-3	2	-2	-0.4	-6	-25	-1	4	-5
N#Cc1ccc2ccn(CC(=O)N3CCCc4ccccc43)c2c1	-9	0	4	0.2	2	-15	1	-14	-1
O=c1c(Cl)c(Nc2cccc(Cl)c2)cnn1-c1nc2ccccc2s1	4	1	3	0.3	32	-26	0	-2	-13
Cc1[nH]c2ccc(Br)cc2c(=O)c1CN1CCOCC1	-22	0	1	-0.3	-11	-16	1	-12	-4
Cc1ncsc1CCOC(=O)c1ccccc1	5	-1	2	2.8	2	-5	30	6	1
O=C(O)Cn1nnnc1-c1ccc(F)cc1	-43	1	-1	0.0	6	-51	5	0	30[fluorescence artefact?]
Cc1ccc(-c2n[nH]c(=S)n2/N=C/c2c(C)nn(-c3ccccc3)c2C)cc1	3	16	21	.	-1	8	16	21	42[fluorescence artefact?]
Fc1ccc(N2CCN(Cc3ccccn3)CC2)cc1	-12	-1	-3	3.0	-6	-8	-12	-3	7
COc1ccc(OC)c(NC(=O)Cc2coc3cc(C)cc(C)c23)c1	-27	-2	-2	-0.7	-6	-9	2	-7	-5
O=C(NCC1CC1)c1onc(CSc2ccncc2)c1C(=O)NCC1CC1	-21	-1	-1	10	-14	-2	26	-7	-6
Cc1ccc(CNC(=O)CSCc2ccccc2)cc1	-1	0	-1	15	-1	-9	24	2	-8
COc1ccc(CC2(CO)CCN(Cc3cccc4nccnc34)CC2)cc1	0	2	0	1.1	-1	-9	16	-8	-4
O=[N+]([O-])c1ccc(Oc2cccc(F)c2)c2ccncc12	0	3	-1	0.7	-19	-15	6	-1	7

# High-throughput results as filed in PubChem BioAssay.
